FN deposition inh: fibronectin deposition inhibition; AH1F fibroblasts, Alexa488-fibronectin deposition fluorescence, overnight; inhibition, % at 12.6 µM; 350,000 tested, 0.086% active; AID 743247;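 active means mean inhibition across replicates of 30% or more, regardless of how many single replicates reach that level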;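 further: positive control wells lacked labelled fibronectin entirely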
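Material – AH1F fibroblast monolayer, labelled fibronectin deposition · Reagent – labelled fibronectin 24 nM · Timing – 1 h adhesion, overnight exposure · Measured by – fluorescence at 485 nm excitation, 525 nm emission · Read-out – inhibition of fibronectin deposition signal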
CASP6 VEID inh: inhibitors of human caspase-6; P55212; inhibition, % at 12.5 µM; purified caspase-6, Z-VEID-R110 cleavage fluorescence; 350,000 tested, 0.53% active;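 active means mean inhibition across replicates at least about 35%, with every replicate also reaching that limit, limit read from the data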;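 further: 0% = median of neutral control wells and 100% = no fluorescence left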
Target sequence (P55212 24-179 limits assumed): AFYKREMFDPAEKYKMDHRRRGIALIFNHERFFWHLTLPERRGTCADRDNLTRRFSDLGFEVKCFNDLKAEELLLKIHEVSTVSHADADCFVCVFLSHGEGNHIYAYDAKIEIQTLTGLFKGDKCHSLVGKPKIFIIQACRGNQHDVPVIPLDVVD
Target sequence (P55212 194-293 limits assumed): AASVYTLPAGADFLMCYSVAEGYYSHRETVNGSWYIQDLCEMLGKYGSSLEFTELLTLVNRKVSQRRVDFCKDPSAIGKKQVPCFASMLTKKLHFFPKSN
SIRT5 inh: blocks human SIRT5 desuccinylation of peptide. Q9NXA8. Purified SirT5, succinyl-peptide AMC, trypsin-coupled fluorescence. inhibition, % at 15 µM. 330,000 tested, 1.1% active. AID 652115; in the data active means inhibition above about 15%
Target sequence (Q9NXA8 whole entry, looked up): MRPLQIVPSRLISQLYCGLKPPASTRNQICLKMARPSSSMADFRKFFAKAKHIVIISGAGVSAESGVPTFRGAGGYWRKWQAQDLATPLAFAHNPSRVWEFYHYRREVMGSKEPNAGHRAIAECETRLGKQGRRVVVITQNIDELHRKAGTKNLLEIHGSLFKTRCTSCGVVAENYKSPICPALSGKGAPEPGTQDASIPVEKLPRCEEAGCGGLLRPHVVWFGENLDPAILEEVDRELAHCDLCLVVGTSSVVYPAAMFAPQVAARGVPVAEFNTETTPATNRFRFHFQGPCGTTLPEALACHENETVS
S100A4 MyoIIA: S100A4-myosin IIA interaction inhibition | S100A4/TAMRA-MyoIIA peptide fluorescence polarization | 360,000 tested, 0.14% active | inhibition, % at 10.7 µM;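 active means mean inhibition of at least 70% across replicates, with every replicate also reaching that level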
Target sequence (P26447 whole entry, looked up): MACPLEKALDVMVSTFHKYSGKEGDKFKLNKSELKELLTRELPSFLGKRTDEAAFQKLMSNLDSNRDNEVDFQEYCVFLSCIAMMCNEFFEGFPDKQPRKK
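assay system = human S100A4 monomer with TAMRA-labelled myosin IIA peptide | also added = labelled myosin peptide probe, 5 nM | incubation = 5 min between mix addition and reading | control set = DMSO and TFP controls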
LGR2 inh: blocks bursicon-induced cAMP signaling via Drosophila LGR2 | HEK293 LGR2, CRE-luciferase, bursicon-stimulated, 4 h | inhibition, % at 9.99 µM | 380,000 tested, 0.35% active;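 active means drop in luminescence signal, shown as inhibition above about 50% in the replicate tests, limit read from the data, passing the limit was not always enough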;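 further: agonist challenge used bursicon conditioned medium at about half maximal strength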
esBAF inh: blocks esBAF chromatin remodeling in mouse ES cells. reporter increase, % at 12.5 µM. 350,000 tested, 2% active. Bmi1-luciferase knock-in reporter, 24 h; 100% = twice the neutral-well signal. AID 602393; in the data active means activation above about 40%;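 further: 0% = median of the plate's neutral control wells and 100% = double that signal; a rise in the Bmi1 reporter signal indicates esBAF inhibition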
C2C12 statin: protects C2C12 myotubes from simvastatin toxicity. ATP luminescence, 48 h; scaled: DMSO 0, geranylgeraniol control 100. rescue of ATP level, % at 7.49 µM. 330,000 tested, 0.78% active;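 active means mean ATP rescue above about 67%, or every replicate alone reaching that limit, limit read from the data, passing the limit was not always enough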;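 further: myotubes were challenged with 10 µM simvastatin during compound exposure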
* = called active by the depositor; · = no result given; & = joins results of further samples. A portion of the library. The share of hits here may be higher or lower than overall.

SMILES	FN deposition inh	CASP6 VEID inh	SIRT5 inh	S100A4 MyoIIA	LGR2 inh	esBAF inh	C2C12 statin
COc1ccc(Cl)cc1C(=O)Nn1c(C)nc2ccccc2c1=O	0	·	·	·	-2	0	15
Fc1ccc(-c2nc3ccc(Cl)cn3c2Cc2ccccc2)cc1	4	-4	-5	-2	-1	13	-2
Cc1noc(C)c1S(=O)(=O)Nc1ccc2c(c1)C(=O)N([C@@H](C)CO)C[C@@H](C)[C@@H](CN(C)CC1CCCCC1)OCCCC[C@H](C)O2	·	-2	4	-4	4	0	-36
Cc1cc(=O)n2nc(N3CCCC(C(=O)NCCc4ccc(Cl)cc4)C3)sc2n1 (configuration not stated)	-7	0	-2	-4	-2	1	11
CCOCCCNC(=O)c1cc2c(=O)[nH]c3ccccc3c2s1	7	0	-5	-1	-16	·	·
CN1C(=O)c2cc(NC(=O)c3ccc(C(F)(F)F)cc3)ccc2OC[C@H]2O[C@@H](CC(=O)NCc3ccc4c(c3)OCO4)CC[C@H]21	5	·	10	14	21	19	-123
CN(C)CCNC(=S)Nc1ccccc1Cl	2	-11	-3	4	11	2	3
O=C(C1=C[C@H](c2ccc3c(c2)OCO3)C[C@H](OCCCCO)O1)N1CCN(Cc2ccccc2)CC1	-2	-1&-2	-3&0	-1&-3	10	-4	21
C[C@@H]1CN([C@H](C)CO)C(=O)c2cc(C#CCN(C)C)cnc2O[C@H]1CN(C)C(=O)CCN1CCCCC1	2	-1	5	-5	-16	3	5
CCn1c(SCC(=O)Nc2cccc(O)c2)nc2c1c(=O)n(C)c(=O)n2C	2	-2	-10	0	7	-9	-3
O=C1C2C3C=CC(C4CC34)C2C(=O)N1/N=C/c1ccc([N+](=O)[O-])s1 (configuration not stated)	-1	0	-2	0	-11	·	·
O=C(NCc1ccc(F)cc1)[C@H]1[C@H](CO)[C@H]2Cn3c(cccc3=O)[C@@H]1N2Cc1ccncc1	·	-1	1	-17	-6	2	-3
Cc1ccc(CC(=O)NCC(c2ccco2)N(C)C)cc1C (configuration not stated)	-27	-3	-3	-3	12	·	·
CC(C)c1ccccc1NC(=O)COC(=O)/C=C/c1cccc([N+](=O)[O-])c1	·	1	-5	-6	1	·	·
Cc1[nH]c2ccccc2c1C(=O)CNc1nccs1	9	·	·	·	·	-3	0

A second format for some results above.
Molecule,FN deposition inh,CASP6 VEID inh,SIRT5 inh,S100A4 MyoIIA,LGR2 inh,esBAF inh,C2C12 statin
CN(C)CCNC(=S)Nc1ccccc1Cl,2,-11,-3,4,11,2,3
O=C(C1=C[C@H](c2ccc3c(c2)OCO3)C[C@H](OCCCCO)O1)N1CCN(Cc2ccccc2)CC1,-2,-1&-2,-3&0,-1&-3,10,-4,21

Retrieved one by one from the list above:
SMILES	FN deposition inh	CASP6 VEID inh	SIRT5 inh	S100A4 MyoIIA	LGR2 inh	esBAF inh	C2C12 statin
CC(C)c1ccccc1NC(=O)COC(=O)/C=C/c1cccc([N+](=O)[O-])c1	·	1	-5	-6	1	·	·
CCOCCCNC(=O)c1cc2c(=O)[nH]c3ccccc3c2s1	7	0	-5	-1	-16	·	·
COc1ccc(Cl)cc1C(=O)Nn1c(C)nc2ccccc2c1=O	0	·	·	·	-2	0	15

The results go on.
SMILES	FN deposition inh	CASP6 VEID inh	SIRT5 inh	S100A4 MyoIIA	LGR2 inh	esBAF inh	C2C12 statin
Cc1occc1-c1n[nH]c(=S)n1C	-4	1	0	-1	·	·	·
Cc1nc(N)[nH]c(=O)c1CCC(=O)OCC(C)C	3	·	·	·	·	-3	6
Cc1nc(-c2ccccc2)sc1C(=O)O	-5	-3	-2	3	·	·	·
CC1=C(C#N)C(c2ccc(O)cc2)C2=C(CCCC2=O)N1 (configuration not stated)	2	-1	-1	-2	-52	40	3
O=C(NCC1CC1)c1cccc2c1C(=O)c1ccc(-c3ccc(OC(F)(F)F)cc3)cc1S2(=O)=O	8	0	·	2	8	-2	-65
CC(C)NC(=O)N[C@@H]1CC[C@@H](CCNC(=O)C2CCOCC2)O[C@@H]1CO	2	2	-1	18	30	1	-1
CO[C@@H]1CN(C)C(=O)c2cc(NC(=O)Nc3cc(Cl)cc(Cl)c3)ccc2OC[C@H](C)NC[C@H]1C	3&19&12	·	8	·	1	-9	-48
Cc1nn2c(C)c(C(=O)Nc3ccccc3)cnc2c1-c1ccccc1	5	0	1	1	13	1	21
O=C(Nc1cccnc1Cl)C1CCCN(c2ncnc3c2nc2n3CCCCC2)C1 (configuration not stated)	1	-1	-6	3	0	0	-9
COc1ccc2nc(N3C(=O)C(O)=C(C(=O)c4ccco4)C3c3ccco3)sc2c1 (configuration not stated)	·	-12	0	-2	-13	-11	10
Cc1nn(-c2ccccc2)c(C)c1/C=N/NC(=O)c1ccc(F)cc1	9	2	0	3	-14	·	·
CC(=O)N1CCN(c2ncnc3sc(-c4ccccc4)cc23)CC1	7	2	-3	-3	1	·	·
CCOC(=O)c1cc2c(c(CCO)n1)[C@H](CCO)N(S(=O)C(C)(C)C)C2 (some centres not stated)	-7	6	0	2	-2	-10	8
C[C@@H]1CN([C@@H](C)CO)C(=O)c2cc(NS(=O)(=O)c3ccc(F)cc3)ccc2O[C@@H](C)CCCCO[C@H]1CN(C)Cc1ccncc1	-10	1	0	19	2	6	·
CC(C)NC(=O)C1(S(=O)(=O)c2ccccc2)CC=CC1	2	0	·	-7	-22	-5	-1

Complete entries as entered above. Order of screens: FN deposition inh	CASP6 VEID inh	SIRT5 inh	S100A4 MyoIIA	LGR2 inh	esBAF inh	C2C12 statin
Results for CCOC(=O)c1cc2c(c(CCO)n1)[C@H](CCO)N(S(=O)C(C)(C)C)C2 (some centres not stated) : -7	6	0	2	-2	-10	8
Results for Cc1occc1-c1n[nH]c(=S)n1C : -4	1	0	-1	·	·	·
Results for Cc1nn2c(C)c(C(=O)Nc3ccccc3)cnc2c1-c1ccccc1 : 5	0	1	1	13	1	21
Results for Cc1nc(N)[nH]c(=O)c1CCC(=O)OCC(C)C : 3	·	·	·	·	-3	6
Results for O=C(Nc1cccnc1Cl)C1CCCN(c2ncnc3c2nc2n3CCCCC2)C1 (configuration not stated) : 1	-1	-6	3	0	0	-9

Following part:
SMILES	FN deposition inh	CASP6 VEID inh	SIRT5 inh	S100A4 MyoIIA	LGR2 inh	esBAF inh	C2C12 statin
COc1ccccc1-c1cnc(C(O)c2ccc(Cl)cc2)[nH]1 (configuration not stated)	-1	2	·	6	8	0	7
COc1ccc(CNC(=O)C[C@@H]2C=C[C@H](NS(=O)(=O)c3cccc(OC)c3)[C@@H](CO)O2)cc1	·	-1	2	-6	17	1	6
O=C(O/N=C1/CCSc2ccccc21)c1ccccc1	·	·	·	·	-7	6	2
C[C@@H]1CN([C@@H](C)CO)C(=O)c2cc(C#CC3(O)CCCC3)cnc2O[C@H]1CN(C)S(=O)(=O)c1ccccc1	·	3	2	3	-7	0	13
CN(C(=O)c1ccc(NC(=O)C2CCCN(C(=O)OC(C)(C)C)C2)cc1)C1CC1 (configuration not stated)	5	-4	2	-3	-6	-1	-1
Cc1ccccc1-c1cnc2c(c1)C(=O)N([C@H](C)CO)C[C@H](C)[C@@H](CN(C)CC1CCOCC1)O2	·	-1	·	-1	16	-3	-17
N#CC1(c2ccccc2)CCCN1C(=O)c1ccco1 (configuration not stated)	-1	·	·	·	·	3	-3
COc1ccc(CN(C)C[C@@H]2OCCCC[C@@H](C)Oc3ccc(NC(=O)CCC(F)(F)F)cc3C(=O)N([C@H](C)CO)C[C@@H]2C)cc1	·	1	-4	7	-4	0	·
C[C@@H]1CCCCO[C@@H](CN(C)Cc2ccc3c(c2)OCO3)[C@H](C)CN([C@@H](C)CO)C(=O)c2cc(N(C)C)ccc2O1	·	-7	2	3	·	-15&-6	6
COc1ccc(C2c3[nH]c4ccccc4c3C[C@H]3C(=O)N(C4CCN(Cc5ccccc5)CC4)CC(=O)N23)c(OC)c1 (some centres not stated)	3	-7	-3	-1	3	-2	5
C[C@@H]1CCCCO[C@H](CN(C)S(=O)(=O)c2ccc(F)cc2)[C@H](C)CN([C@@H](C)CO)C(=O)c2cc(NC(=O)Nc3cccc4ccccc34)ccc2O1	4	0	5	-36	1	4	20
COc1ccc(OC)c(CNn2c(-c3ccccc3F)nc3ccccc3c2=O)c1	-1	4	0	-3	2	-8	0
CC(C)C#Cc1ccc2c(c1)O[C@@H](CN(C)C(=O)CN(C)C)[C@H](C)CN([C@@H](C)CO)S2(=O)=O	·	-3	-2	39	8	1	-16
O=C(C[C@H]1C[C@H]2c3cc(NC(=O)Nc4ccccc4F)ccc3O[C@H]2[C@@H](CO)O1)NCc1ccncc1	1	-2	16*	-4	10	-3	4
O=C(c1ccccc1)N1CCC2CCN(S(=O)(=O)c3ccccc3)CC21 (configuration not stated)	6	-3	0	-6	8	·	·
COc1ccc(C(=O)NCCS(=O)(=O)NCc2ccc3c(c2)OCO3)cc1	0	2	0	-7	19	-2	9
Cc1cccc(C(=O)N2CCN(S(=O)(=O)N3CCCCC3)CC2)c1	4	-3	-4	2	-5	-6	-4
CCOc1ccccc1N(CC(=O)NCCc1ccc(OC)c(OC)c1)S(=O)(=O)c1ccccc1	2	3	-2	0	-11	-5	2
Cc1noc(C)c1S(=O)(=O)N(C)C[C@H]1OCCCC[C@@H](C)Oc2ccc(NC(=O)C3CCCCC3)cc2C(=O)N([C@@H](C)CO)C[C@H]1C	·	2	4	-5	7	2	33
Cc1ccc(NC(=O)Cn2nc(-c3ccccc3Cl)ccc2=O)c(Br)c1	-10	0	-3	3	2	-7	-9
CC1=C(C(=O)N2CCCCCC2)CC(CC(=O)NCCN2CCOCC2)C(=O)N1CCCN1CCCC1=O (configuration not stated)	2	-2	·	-2	-3	·	·
O=C1CC(NS(=O)(=O)c2ccc(F)cc2)CN1c1ccc2c(c1)OCCO2 (configuration not stated)	0	2	-3	2	0	·	·
Cc1cc(Nc2ccc(Cl)cc2)n2ncnc2n1	3	4	-1	-3	3	-2	-6
COc1ccccc1/C=N/NC(=O)c1cc2c(ccc3ccccc32)o1	4	1	2	-10	-8	·	·
COc1ccc(S(=O)(=O)N2CCCCCC2)cc1NC(=O)CC1OC(=O)c2ccccc21 (configuration not stated)	0	0	-2	-5	3	·	·
O=C(Nc1ccccc1C(=O)N/N=C/c1ccc(O)cc1)c1ccccc1	8	2	2	7	19	·	·
COC(=O)c1ccc(N2CCN(S(=O)(=O)c3ccc(C)cc3)CC2)c([N+](=O)[O-])c1	8	·	·	·	·	3	-7
Cc1nnsc1C(=O)N/N=C/c1ccccc1	-1	1	-1	-2	11	·	·
COc1ccc(CN(C(=O)Cn2nnc(-c3ccc(C)o3)n2)C(C(=O)NCC2CCCO2)c2ccco2)cc1 (configuration not stated)	-5	3	112*	-1	-2	·	·
COCCCN(C(=O)c1ccc(N2CCCC2=O)cc1)c1c(N)n(Cc2ccccc2)c(=O)[nH]c1=O	1	-1	-4	0	16	·	-3

Assay outcomes: PubChem, Broad Institute
